BRCA1 expr up = activators of BRCA1 expression; MCF7-BRCA1-FFLuc reporter, luminescence, 48 h; response scale: scaled: vehicle 0%, 10 µM genistein 100%; Potency, µM (doses to about 46.1 µM), without a hit: top-dose activation, usual class: activators; actives 1.1% (n = 380,000); AID 624202; also: potency is read from the fitted curve at half-maximal effect; nearly all actives have a fitted effect of over 80% in size; some results filed as inactive show a strong effect at the top dose
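Cells: MCF7-BRCA1-FFLuc, 2000/well. Exposure: 48 h, 37 °C, 5% CO2. Read: luminescence, 15 min post-substrate. Controls: genistein 10 microM (maximal activation), DMSO (neutral).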
Rab9 promoter act = Rab9 promoter activation; Huh7 Rab9 promoter-luciferase reporter, luminescence, 24 h; Potency, µM (titrated, usually from 9.22 µM), inactives show top-dose activation, negative = inhibition, actives largely listed as activators; actives 2.8% (n = 320,000); also: potency is read from the fitted curve at half-maximal effect; % of control where 0% means no effect; nearly all actives have a fitted effect of over 60% in size
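Cells were plated at 1500 per well in reduced-serum medium with 10% FBS and left 2 h. Compound in DMSO was then added for 24 h at 37 °C. Reporter signal was read by luminescence after 10 min with luciferase detection reagent.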
Tb PFK block = T. brucei PFK enzyme inhibition. O15648. AID 485367. T. brucei PFK, ADP-Glo luminescence. Potency, µM (doses to about 57.5 µM), for the others: top-dose activity, negative = inhibition, most hits filed as inhibitors. actives 0.17% (n = 330,000);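 also: potency is read from the fitted curve at half-maximal effect; 0% = uninhibited 1x PFK enzyme wells and -100% = no-enzyme wells; nearly all actives have a fitted effect of over 60% in size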
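PFK 1.25 nM, F6P 0.5 mM, ATP 0.1 mM, 0.1 M TEA pH 8.0, 5 mM MgCl2, 0.01% Tween20, 0.1% BSA; 45 min RT. ADP-Glo readout. qHTS titration up to 57 uM; curves fitted, compounds curve-classed.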
FLuc modulator = counter-screen for miR-21 project: firefly luciferase inhibitors or activators; Potency, µM (top dose mostly 57.5 µM), for inactives: top-dose activity change, negative = inhibition, most hits filed as inhibitors; AID 588342; purified FLuc, Km substrates, luminescence inhibition; actives 6.9% (n = 360,000);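 also: potency is read from the fitted curve at half-maximal effect; plate controls were vehicle for no effect and reference inhibitor for full effect; nearly all actives have a fitted effect of over 55% in size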
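Biochemical qHTS of compounds, final roughly 60 µM downward over six points, against 10 nM purified firefly luciferase using Km concentrations of substrates (10 uM D-luciferin, 10 uM ATP) in Tris acetate pH 7.5 buffer; luminescence output.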
NPC1 promoter act = activators of NPC1 promoter; Huh7 NPC1 promoter luciferase reporter, 24 h; Potency, µM (top dose mostly 9.22 µM), inactives show at the highest dose activation, usual class: activators; actives 2.4% (n = 320,000); AID 485313;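 also: potency is read from the fitted curve at half-maximal effect; % of control where 0% means no effect; nearly all actives have a fitted effect of over 60% in size; reporter is driven by a mutant NPC1 promoter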
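Stable NPC1-promoter luciferase Huh7 line; cpd (DMSO) 24 h, 37 °C, 5% CO2; Amplite luciferase reagent 10 min RT; luminescence readout. qHTS format.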
RORg inh = inhibitors of mouse ROR gamma transcriptional activity; Drosophila S2 Gal4-RORgamma UAS-luciferase reporter, 20 h; Potency, µM (titrated, usually from 53.6 µM), inactives show at the top dose activity change, negative = inhibition, actives largely listed as inhibitors; actives 5.4% (n = 310,000); also: potency is read from the fitted curve at half-maximal effect; % is scaled to controls: 0 for no effect and ±100 for the full control effect; nearly all actives have a fitted effect of over 60% in size
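Drosophila S2 cells stably expressing Gal4-DBD/mouse RORγ fusion under metallothionein promoter plus UAS-luciferase; compound 1 h, then 700 uM CuSO4 induction for 20 h at ambient temperature; inhibition read as reduced luminescence.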
TRPV1 agonist = human TRPV1 agonism | Q8NER1 | activation, % at 8.33 µM | actives 0.19% (n = 320,000) | AID 540275 | TRPV1-expressing cells, Fluo-8 calcium influx, agonist mode; in the data active = activation above about 80%; inconclusive = between about 30% and that limit; also: 0% is about no effect
Target sequence (Q8NER1 whole entry, looked up): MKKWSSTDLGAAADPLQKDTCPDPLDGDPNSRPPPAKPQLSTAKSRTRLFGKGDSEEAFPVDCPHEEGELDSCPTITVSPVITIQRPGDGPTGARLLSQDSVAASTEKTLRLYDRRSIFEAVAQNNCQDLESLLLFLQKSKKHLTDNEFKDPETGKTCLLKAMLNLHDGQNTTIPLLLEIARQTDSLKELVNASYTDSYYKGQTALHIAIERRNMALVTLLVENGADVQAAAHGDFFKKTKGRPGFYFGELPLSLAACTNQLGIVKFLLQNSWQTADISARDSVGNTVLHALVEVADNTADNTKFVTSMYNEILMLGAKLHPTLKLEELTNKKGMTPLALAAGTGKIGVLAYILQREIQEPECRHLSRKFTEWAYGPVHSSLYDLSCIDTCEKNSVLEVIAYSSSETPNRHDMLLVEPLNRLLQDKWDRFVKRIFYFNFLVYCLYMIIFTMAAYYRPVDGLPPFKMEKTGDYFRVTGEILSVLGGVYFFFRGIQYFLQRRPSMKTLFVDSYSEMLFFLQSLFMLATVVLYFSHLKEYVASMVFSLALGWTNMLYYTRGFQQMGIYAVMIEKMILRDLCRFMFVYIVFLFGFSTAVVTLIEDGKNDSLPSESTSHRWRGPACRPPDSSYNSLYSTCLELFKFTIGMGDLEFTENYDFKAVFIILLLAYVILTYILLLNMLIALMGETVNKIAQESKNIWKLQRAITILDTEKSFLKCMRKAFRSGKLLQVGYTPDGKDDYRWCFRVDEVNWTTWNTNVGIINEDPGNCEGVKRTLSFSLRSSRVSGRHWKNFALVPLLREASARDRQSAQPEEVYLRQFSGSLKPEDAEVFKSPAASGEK
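Fluo-8 calcium influx in TRPV1-expressing cells, kinetic read (ex 480/em 520 nm). Compound added and read 3 min for agonist activity, followed by capsaicin at EC20 final and 2 min further read for enhancement.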
ELG1 repair inh = inhibitors of ELG1-dependent DNA repair in HEK293T cells | HEK293T ELG1-luciferase reporter, luminescence, 16 h; DNA damage induced by 5-fluorouridine | Potency, µM (top dose mostly 46.1 µM), without a hit: at the highest dose activity change, negative = inhibition, usual class: inhibitors | actives 2.3% (n = 330,000) | AID 504467; also: potency is read from the fitted curve at half-maximal effect; % is scaled to controls: 0 for no effect and ±100 for the full control effect; nearly all actives have a fitted effect of over 55% in size
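HEK293T cells expressing luciferase-tagged ELG1 (2,000/well) received 5-Fluorouridine plus compound or DMSO for 16 hr at 37 °C. Luciferase was read by ONE-Glo luminescence after 30 min at room temperature.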
p53 reactivation = mutant p53 re-activation in reporter cells; Potency, µM (top dose mostly 92.2 µM), inactives show at the highest dose activity change, positive = activation, actives largely listed as activators; H1299 p53-A138V BP100-luciferase reporter, luminescence, 24 h; actives 0.063% (n = 320,000); also: potency is read from the fitted curve at half-maximal effect; % of control where 0% means no effect; nearly all actives have a fitted effect of over 45% in size
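p53-null H1299 cells stably carrying temperature-sensitive p53-A138V and a BP100-luciferase reporter were pinned with compounds (4-point, 1:5 series) and held 24 hrs at 37 deg C. Luminescence was read 10 min after detection reagent.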
VP16 counter = counter-screen for ROR gamma inhibitors: Gal4-VP16 reporter; Drosophila S2 Gal4-VP16 UAS-luciferase, luminescence, 20 h; Potency, µM (top dose mostly 53.6 µM), for inactives: at the top dose activity, negative = inhibition, most hits filed as inhibitors; actives 3.5% (n = 310,000); AID 2546;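 also: Gal4-VP16 expression switched on by copper sulfate through the metallothionein promoter; potency is read from the fitted curve at half-maximal effect; % is scaled to controls: 0 for no effect and ±100 for the full control effect; nearly all actives have a fitted effect of over 50% in size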
ELG1 genotox = induces genotoxicity in HEK293T cells with luciferase-tagged ELG1. AID 504466. HEK293T ELG1-luciferase reporter, luminescence, 16 h. actives 1.3% (n = 330,000). Potency, µM (top dose mostly 46 µM), for inactives: top-dose activity change, positive = activation, hits mostly activators; also: potency is read from the fitted curve at half-maximal effect; % of control where 0% means no effect; nearly all actives have a fitted effect of over 60% in size
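DMSO vehicle served as control against compound-treated ELG1-luciferase HEK293T cells; exposure lasted 16 hr at 37 °C and 5% CO2, followed by ONE-Glo luminescence detection after 30 min.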
* = called active by the depositor; ? = inconclusive; · = no result given; [ ] = remark or other dose. Unless noted, calls follow the shape of the dose curve; as a rule, active = well fitted curve in the direction sought with a large enough effect; inconclusive = small, poorly fitted or top-dose-only effect, or another doubt; inactive = no such curve, though single readings can be large; an effect the other way counts as inactive or inconclusive. Hits appear at their usual frequency, and some 15% of all compounds hit somewhere here.

(1) Cc1cc(Nc2cccc(Cl)c2)nc(NCc2ccccc2)n1
(2) COc1ccc(C(=O)NNS(=O)(=O)c2ccc(OC)cc2)cc1
(3) CC(C)C1Cc2c(sc3c2c(=O)n(Cc2ccccc2)c2nncn32)CO1 (centres undefined)
(4) Cc1ccc(-n2ncc3c(N4CCCC4)ncnc32)c(C)c1
(5) O=C(NCCc1ccccc1)/C(=C\c1cccc([N+](=O)[O-])c1)NC(=O)c1ccco1
(6) O=C(c1ccc2oc(Cc3ccc(Cl)cc3)nc2c1)N1CC[C@H](O)C1
(7) COc1ccc(Cl)cc1C(=O)Nc1nc2ccccc2[nH]1
(8) Cc1ccc(C(=O)NC2CCN(C(=O)NCc3ccccc3)CC2)cc1
Assay by compound	1	2	3	4	5	6	7	8
BRCA1 expr up	-49%	-19%	-19%	-5%[1.84 µM]	-29%	19%	-71%	5%
Rab9 promoter act	-9%	5%	-3%	?	8%	9%	?	-3%
Tb PFK block	0%	13%	?	-6%	1%	-18%	-9%	0%
FLuc modulator	?	-3%	-2%[2.3 µM]	?	-3%	7%	0.085µM*	-1%
NPC1 promoter act	-4%	2%	2%	?	3%	-12%	?	4%
RORg inh	?	-5%	-1%	-15%	?	-4%	2.2µM*	-15%
TRPV1 agonist	?	0	?	13	-4	0	?	-2
ELG1 repair inh	-11%	6%	?	1%	3%	27%	?	9%
p53 reactivation	7%	·	-15%	-35%[inhibitor]	?	1%	-1%	-9%
VP16 counter	16µM*	-2%	?	-15%	0%	5%	6.3µM*	7%
ELG1 genotox	-6%	-1%	-10%	-7%	3%	2%	?	17%

(9) C[C@H](NC(=O)OCc1ccccc1)C(=O)N[C@@H](Cc1c[nH]c2ccccc12)C(=O)O
(10) Cc1ccc(S(=O)(=O)C2(C(=O)O)CCCC2)cc1C
(11) CCOC(=O)c1cnc2c(C)cccc2c1Nc1cccc(C(=O)O)c1
(12) COc1ccc2[nH]c(C)c(CCNC(=S)Nc3ccccc3OC)c2c1
(13) COc1ccc2c(c1)c(C(=O)N/N=C/c1ccc(OC)c(OC)c1)c(C)n2C
(14) COc1ccc(CC(=O)NNC(=O)CSc2nnc(C)n2-c2ccccc2)cc1
(15) CC(Oc1ccccc1)C(=O)Nc1ccc(NC(=O)c2ccccc2)cc1 (centres undefined)
(16) COc1ccc(NC(=O)CN2CCN(c3nc(-c4cccc(OC)c4)cs3)CC2)cc1
Assay by compound	9	10	11	12	13	14	15	16
BRCA1 expr up	13%	-2%	3%	1%	-6%	-3%	-20%	-35%
Rab9 promoter act	-3%	-2%	-1%	-1%	2%	-2%	2%	-10%
Tb PFK block	10%	2%	-4%	2%	0%	-2%	-6%	4%
FLuc modulator	-2%	2%	?	-4%	?	-1%	0%	?
NPC1 promoter act	0%	0%	2%	-2%	-2%	1%	0%	-9%
RORg inh	·	5%	14%	10µM*	6%	11%	-27%	?
TRPV1 agonist	1	-3	2	15	-1	-3	3	?
ELG1 repair inh	3%	?	7%	?	?	-1%	10%	12µM*
p53 reactivation	-6%	-7%	2%	-4%	-19%	8%	10%	-7%
VP16 counter	·	5%	3%	-1%	-2%	-5%	-1%	?
ELG1 genotox	1%	-3%	0%	-14%	1%	0%	?	-11%

(17) Cc1ccc(C(=O)Nc2cccc3ccccc23)cc1
(18) COc1ccccc1Oc1ccc(S(=O)(=O)N2CCCCC2C)cc1 (centres undefined)
(19) Cc1cc(=O)oc2cc(OCC(=O)OCC(=O)Nc3c(C)n(C)n(-c4ccccc4)c3=O)ccc12
(20) O=C(CSc1nncc(=O)[nH]1)NCc1ccccc1
(21) O=C(CCc1nnc(-c2ccc3c(c2)OCO3)o1)NC(c1ccccn1)C(F)(F)F (centres undefined)
(22) O=C(NCCN1CCN(C(=O)c2cc3ccccc3oc2=O)CC1)c1cc2ccccc2oc1=O
(23) CCOC(=O)C1(CCOC)CCN(Cc2ccc3nonc3c2)CC1
(24) COc1cc(CC(=O)OCC(=O)Nc2ccccc2C#N)cc(OC)c1OC
Assay by compound	17	18	19	20	21	22	23	24
BRCA1 expr up	50%	-4%	-8%	-5%	8%	0%	8%	-7%
Rab9 promoter act	23%	3%	3%	-3%	27%	4%	-2%	-2%
Tb PFK block	2%	1%	6%	-11%	0%	-3%	3%	-3%
FLuc modulator	?	-2%	0%	1%	-18%	3%	-2%	1%
NPC1 promoter act	20%	1%	-2%	-2%	18%	-4%	1%	-5%
RORg inh	0%	2%	-8%	-7%	17%	16%	6%	·
TRPV1 agonist	?	-1	0	2	11	-3	1	0
ELG1 repair inh	?	-21%	-9%	11%	?	-14%	?	0%
p53 reactivation	9%	5%	-4%	3%	9%	5%	0%	9%
VP16 counter	-6%	-12%	1%	-3%	-3%	-9%	3%	·
ELG1 genotox	4%	1%	0%	2%	18%	0%	-3%	-3%

(25) Clc1ccc(CN(CC2CCCO2)C(c2cccs2)c2nnnn2C2CCCC2)cc1 (centres undefined)
(26) O=C(c1ccc(N2CCCCC2)c([N+](=O)[O-])c1)N1CCOCC1
(27) COc1ccc(CNC(=O)[C@H](C)N2C(=O)N3CCc4c([nH]c5ccc(OC)cc45)[C@@]3(C)C2=O)cc1
(28) CCOC(=O)CSc1nnc(CNc2ccc(Cl)cc2)n1-c1ccccc1
(29) CC1CN(S(=O)(=O)c2cccc(-c3cn4cccnc4n3)c2)CC(C)O1 (centres undefined)
(30) CC1Cc2ccccc2N1C(=O)CSc1nnnn1C(C)C (centres undefined)
(31) O=C(NC1CCCCC1)C(c1cccnc1)N(C(=O)c1csnn1)c1ccccc1 (centres undefined)
(32) COc1ccc(OC)c(NC(=S)N2c3ccccc3CC2C)c1 (centres undefined)
(33) COc1ccc(OCCOc2ccc(S(=O)(=O)N3CCCC3)cc2C(N)=O)cc1
(34) CN1C(=O)N(CC(=O)N2CCN(S(=O)(=O)c3ccc4c(c3)CCC4)CC2)C(=O)C12CCCCC2
Assay by compound	25	26	27	28	29	30	31	32	33	34
BRCA1 expr up	-47%	8%	-13%	0%	·	0%	-12%	-31%	-32%	15%
Rab9 promoter act	-5%	13%	-9%	5%	-4%	-1%	-4%	-4%	8%	-1%
Tb PFK block	1%	5%	-1%	-5%	7%	4%	2%	-4%	1%	-2%
FLuc modulator	1%	-1%	3%	-3%	-1%	-1%	1%	-19%	6%	-2%
NPC1 promoter act	-2%	8%	-5%	0%	19%	-3%	0%	-3%	-2%	-4%
RORg inh	?	19%	-12%	-8%	-14%	15%	1%	36%	·	·
TRPV1 agonist	-2	?	1	2	-2	1	0	-1	-1	-1
ELG1 repair inh	1%	-3%	-23%	?	-33%	-3%	2%	18µM*	?	?
p53 reactivation	0%	14%	·	0%	-1%	-7%	7%	-11%	-7%	2%
VP16 counter	?	-5%	-11%	-10%	-1%	-4%	6%	-1%	·	·
ELG1 genotox	-7%	0%	1%	0%	-1%	1%	-1%	-10%	-1%	-1%

Assay outcomes deposited in PubChem BioAssay by National Center for Advancing Translational Sciences (NCATS).
